# Compound activity: PubChem, National Center for Advancing Translational Sciences (NCATS)
# MCF10A rerep: DNA re-replication induction in MCF 10a cells; AID 624296; MCF 10A DNA re-replication, Hoechst nuclear intensity, 48 h; Potency, µM (series often up to 46.1 µM), for the others: at the top dose activity, positive = re-replication, hits mostly activators; 2.9% of 350,000 active; further: potency means the concentration at half of the fitted maximal effect; % of control where 0% means no effect; nearly all actives have a fitted effect of over 50% in size
# SW480 rereplic: inducers of DNA re-replication in SW480 colon cancer cells; SW480 DNA re-replication, Hoechst DNA content imaging, 48 h; Potency, µM (highest dose often 46.1 µM), for inactives: at the top dose re-replication activation, actives largely listed as activators; 1.8% of 340,000 active; AID 624297; further: potency means the concentration at half of the fitted maximal effect; % of control where 0% means no effect; nearly all actives have a fitted effect of over 55% in size
#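 Cells (250 per well) received 23 nL compound or DMSO by pin tool and were kept 48 hr at 37 C, 5% CO2. Nuclei were then stained with Hoechst for 40 min and scanned for DNA content.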
# IL1B secr inh: blocks inflammasome-driven IL-1 beta release; 4.7% of 360,000 active; activity change, % at 57.5 µM; THP-1 LPS/ATP IL-1B secretion, AlphaLISA, 16 h; stronger effect = lower value; in the data active means activity change below about -50%; inconclusive means mostly about -30% to -49%; further: on the % scale 0 is the no-effect control and ±100 the full control effect
#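 THP-1 cells pretreated 1 hr with compounds (up to 57.5 uM final), then stimulated with LPS (250 ng/mL final) plus ATP (1.25 mM final); secreted IL-1B measured by AlphaLISA after 16 hr, decreased signal indicating inhibition.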
# KB-3-1 tox: kills parental KB-3-1 adenocarcinoma cells. AID 1347075. 1.4% of 400,000 active. Potency, µM (top dose mostly 46.1 µM), for inactives: at the top dose activity change, negative = cytotoxic, hits mostly cytotoxic. KB-3-1 viability, CellTiter-Glo ATP luminescence, 72 h; further: potency means the concentration at half of the fitted maximal effect; on the % scale 0 is the no-effect control and ±100 the full control effect; nearly all actives have a fitted effect of over 60% in size
#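 72 h, 37 °C compound treatment of KB-3-1 parental cells; CellTiter-Glo added, 10 min, luminescence read. Data corrected against DMSO-only plates and normalized before curve fitting.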
# HEK293 tox: cytotoxicity in counter-screen for GLP-1R inverse agonists; 0.13% of 410,000 active; Potency, µM (series often up to 38.3 µM), inactives show at the highest dose activity change, negative = inhibition, usual class: inhibitors; HEK293 cAMP-luciferase reporter cells, luminescence, 24 h;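 further: loss of luciferase light is scored as toxicity; potency means the concentration at half of the fitted maximal effect; on the % scale 0 is the no-effect control and ±100 the full control effect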
#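 Luminescence readout: signal drop marks cytotoxicity. Plated cells grew 12 h at 37 °C, 5% CO2, received 23 nL compound for 24 h, then got luciferase reagent, read after 12 min at RT.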
# DRD3 agonist: activates the human D3 dopamine receptor; AID 652048; P35462; D3R DiscoveRx beta-arrestin cells, luminescence, 90 min; max activation, %; 0.58% of 410,000 active; in the data active means max activation above about 30%; further: 0% is about no effect; mostly tested at two doses, the higher about 12 µM
# Target sequence (P35462 whole entry, looked up): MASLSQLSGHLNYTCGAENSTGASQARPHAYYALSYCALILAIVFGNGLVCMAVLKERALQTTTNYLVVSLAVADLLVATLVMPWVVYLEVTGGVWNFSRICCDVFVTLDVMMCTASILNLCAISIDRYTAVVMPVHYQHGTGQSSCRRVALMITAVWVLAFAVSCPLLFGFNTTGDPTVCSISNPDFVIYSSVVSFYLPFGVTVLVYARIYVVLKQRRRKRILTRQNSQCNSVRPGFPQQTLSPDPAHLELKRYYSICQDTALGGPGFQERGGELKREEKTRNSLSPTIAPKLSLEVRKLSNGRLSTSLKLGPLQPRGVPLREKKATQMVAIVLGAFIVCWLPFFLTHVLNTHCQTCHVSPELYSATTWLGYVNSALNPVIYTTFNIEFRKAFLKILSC
#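 Agonist-mode cell screen: cells plated at 1500/well and incubated overnight at 37 °C, then exposed to library compounds for 90 min at 37 °C. Detection reagent was added for 30–60 min at room temperature, and luminescence was read.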
# HT1080NT lethal: kills 2HG-producing HT-1080-NT fibrosarcoma cells. HT-1080-NT fibrosarcoma viability, CellTiter-Glo ATP luminescence, 48 h. Potency, µM (top dose mostly 46.1 µM), for inactives: at the highest dose activity, negative = less viability, actives largely listed as cytotoxic. AID 686970. 1.6% of 360,000 active;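 further: NT is the 2HG producing partner of a matched IDH1 knockdown line; potency means the concentration at half of the fitted maximal effect; 0% = DMSO-treated cells and -100% = media-only wells without cells; nearly all actives have a fitted effect of over 55% in size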
#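 A 48-hour cytotoxicity screen used HT-1080-NT cells plated 2 hours before compound delivery. ATP-based CellTiter-Glo luminescence measured viability, normalized to DMSO and no-cell controls.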
# HT1080 IDH1KD tx: toxicity to HT-1080 IDH1 knockdown cells (counter line). HT-1080 IDH1 knockdown viability, ATP luminescence, 48 h. Potency, µM (series often up to 46.1 µM), without a hit: at the top dose activity, negative = toxicity, most hits filed as cytotoxic. 2% of 360,000 active;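 further: potency means the concentration at half of the fitted maximal effect; 0% = DMSO wells and -100% = cell-free medium wells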
#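 Luminescent ATP read-out (CellTiter-Glo, 10 min at room temperature) after 48 h compound exposure at 37 °C gave viability of IDH1-knockdown HT-1080 cells. Activity was normalised to DMSO and cell-free wells, then fitted as concentration-response curves.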
# KB-V1 MDR tox: KB-V1 MDR subline cytotoxicity; KB-V1 MDR cells viability, CellTiter-Glo, 72 h; Potency, µM (highest dose often 46.1 µM), for inactives: top-dose activity change, negative = cytotoxicity, usual class: cytotoxic; 3.4% of 400,000 active; further: potency means the concentration at half of the fitted maximal effect; on the % scale 0 is the no-effect control and ±100 the full control effect; nearly all actives have a fitted effect of over 60% in size
#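 KB-V1 MDR subline cells in DMEM (phenol-red free, 10% FBS) exposed to compounds in qHTS concentration series for 72 h at 37 degrees C. Viability read by CellTiter-Glo luminescence; concentration-effect curves fitted after normalization and correction.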
# * hit, by the source's call; i = inactive; ? = inconclusive; / = no result given; & = joins results of further samples; [ ] = remark or other dose. Unless noted, the call rests on the fitted dose curve; in most records, active means well fitted curve in the direction sought with a large enough effect; inconclusive means small, poorly fitted or top-dose-only effect, or another doubt; inactive means no such curve, though single readings can be large; an effect the other way counts as inactive or inconclusive. Compounds as they come; 11% or so of the library scored in one or more.
SMILES,MCF10A rerep,SW480 rereplic,IL1B secr inh,KB-3-1 tox,HEK293 tox,DRD3 agonist,HT1080NT lethal,HT1080 IDH1KD tx,KB-V1 MDR tox
CC(=O)Oc1ccc(Nc2ccccc2)cc1,?,22.9%,0.0,-8.2%,-2.1%,4.1,-14.5%,?,-17.0%
CC(C)CCNC(=O)CCC(=O)NNc1nc2ccccc2c2nc(-c3ccccc3)nn12,15.8%,16.5%,-1.9,-4.6%&-19.0%,1.8%&-0.2%,-13.1&9.6,-12.5%,-8.4%,-19.0%&-20.9%
NNC(=O)Nc1cccc(C(F)(F)F)c1,-5.7%,-3.8%,16.5,-1.4%,1.4%,-3.4,7.5%,13.5%,?
Cc1cc(C(=O)NP(=O)(N2CCOCC2)N2CCOCC2)c(C)n1-c1ccc(Br)cc1,0.4%,-2.1%,4.6,11.7%,-16.0%,3.1,0.5%,3.5%,25.1%
O=C(CC1C(=O)NCCN1Cc1ccc(Cl)c(F)c1)NCC1CCOCC1 (stereo unspecified),-0.5%,-33.6%,2.9,0.4%,4.7%,-3.9,-1.9%,3.0%,26.0%
O=C(CN(C(=O)CNC(=O)c1ccco1)c1cccc(F)c1)NC1CCCCC1,-11.9%,-13.8%,-1.1,-2.4%,-1.6%,-12.5,-2.5%,-1.0%,0.0%
COc1ccc(CNC(=O)C2CC(=O)N(C3CCCC3)C2)cc1 (stereo unspecified),-3.3%,-6.5%,25.6,1.3%,-11.5%,-13.4,2.0%,6.5%,14.9%
Cc1c(NC(=O)c2ccc(C(=O)Nc3c(C)n(C)n(-c4ccccc4)c3=O)cc2)c(=O)n(-c2ccccc2)n1C,1.1%,-0.8%,30.4,5.3%,13.2%,1.7,2.0%,-2.9%,17.2%
Cn1nc(-c2ccccc2)c(CSc2ccccc2)c1Cl,13µM*,?,-3.0,-0.9%,29.8%,-3.1,-5.3%,0.4%,8.9%
CCCCc1cc(=O)oc2cc(OCC(=O)Nc3ccccn3)ccc12,-5.3%,-31.8%,12.8,1.0%,-8.7%,2.1,1.0%,11.3%,5.2%
COc1ccccc1CNC(=O)CCCCn1c(=O)c2ccccc2n(CC(=O)Nc2cccc(Cl)c2)c1=O,/,/,/,4.4%,-8.2%,-6.1,/,/,?
Cn1cc(CNC(=O)C2CCC(=O)N(Cc3cccc(C(F)(F)F)c3)C2)cn1 (stereo unspecified),-1.2%,?,i,-4.8%,13.1%,-1.1,-2.6%,10.0%,-3.0%
Cc1ccc(N/C=C2\CCCCC2=O)c(C)c1,-6.7%,-2.3%,12.5,4.9%,-1.2%,2.4,7.8%,1.1%,?
CCCOc1ccc(F)cc1-c1cc(C(=O)Nc2ccc(OC)cc2OC)[nH]n1,/,/,-12.9,0.0%,-0.3%,7.3,6.6%,8.0%,3.1%
CCc1ccc2occ(CC(=O)Nc3c(C(=O)Nc4ccc(Cl)cc4)oc4ccccc34)c2c1,/,/,/,1.1%,?,0.1,/,/,8.1%
Cc1ccc(S(=O)(=O)N2CCCCC2)cc1NC(=O)COC(=O)c1cccc(O)c1,/,/,29.0,0.9%,-1.0%,1.2,0.1%,2.9%,4.7%
CCn1cc(S(=O)(=O)N2CCc3ccccc3C2)cn1,-5.7%,7.1%,6.1,2.3%,-2.5%,-10.1,-3.3%,-0.5%,5.9%
O=C(O)CCC(=O)OCC1CCCO1 (stereo unspecified),5.1%,-0.7%,-10.2,15.5%,3.2%,7.7,-6.1%,-0.2%,0.0%
Cc1nn(Cc2ccc(C(=O)N3CCN(C(=O)c4ccco4)CC3)o2)c(C)c1[N+](=O)[O-],-1.2%,-6.5%,-1.4,/,-2.4%,2.7,0.3%,1.5%,/
O=C(NCCC1=CCCCC1)C1CCC(CNc2nc(=S)[nH]c3ccccc23)CC1 (stereo unspecified),25.9µM*,10.4%,-26.7,?,20.7%,-12.6,-1.7%,-8.5%,20.6µM*
Cc1nc(-c2ccccc2OC(F)(F)F)[nH]c(=O)c1Cl,-2.0%,-3.6%,31.3,15.0%,4.9%,-6.9,3.5%,12.9%,17.0%
CCCCNC(=O)c1ccc(-c2nc(CN3CCc4ccccc43)c(C)o2)cc1,/,/,/,?,-3.2%,6.9,/,/,5.17µM*
C[C@@H]1CN([C@@H](C)CO)C(=O)CCCn2nncc2CO[C@@H]1CN(C)C(=O)Nc1cccc2ccccc12,/,/,-17.5,0.2%,-6.2%,-6.0,7.6%,5.0%,-3.8%
COCCNCCOCCOc1ccc(Cl)c(C)c1,6.3%,-0.5%,-20.6,-11.0%,13.1%,-20.2,-11.5%,-8.4%,-10.2%
O=C(Cc1cccc(NC(=O)C2CCN(S(=O)(=O)c3cccc([N+](=O)[O-])c3)CC2)c1)Nc1cccc(C(=O)N2CCOCC2)c1,1.7%,8.8%,-19.4,-7.3%,-9.9%,-7.0,-7.4%,-8.4%,?
Cn1cc(CCC(=O)N2CCCC(CCC(=O)NCc3ccc(F)c(F)c3)C2)cn1 (stereo unspecified),3.6%,2.9%,-5.1,-11.5%,2.5%,7.8,1.5%,2.7%,18.1%
CCCOc1ccc2cc(C(=O)NCc3ccccc3)c(=O)oc2c1,23.1µM*,4.8%,-12.7,-2.5%,-16.2%,15.3,-14.0%,4.4%,23.7%
COc1ccccc1/C=C/C(=O)OCC(=O)N1CCCCC1,-2.3%,-12.6%,5.6,6.7%,-9.6%,13.6,7.2%,9.8%,-3.4%
NC(=O)CCn1ccc2ccccc21,?,?,5.3,12.3%,-6.4%,3.7,5.4%,13.5%,39.0%
Cc1cc(C)cc(OCC(=O)N(C)CC(=O)Nc2ccc(N3CCOCC3)cc2)c1,1.0%,-1.8%,-3.6,-6.9%,-24.8%,-19.4,3.0%,12.9%,?
COc1ccc(CNC(=O)CN(C)Cc2ccccc2F)cc1OC,-5.1%,-8.5%,33.5,-6.8%,-22.7%,9.8,-8.4%,-8.1%,-22.5%
Cc1cn([C@H]2C[C@H](O)[C@@H](CCC(=O)NCCN3CCCCC3)O2)c(=O)[nH]c1=O,-1.2%,0.5%,16.2,1.8%,-7.9%,-6.5,13.5%,8.9%,?
CCC(C)NC(=O)CSc1nnc(-c2ccc(C(C)(C)C)cc2)n1C (stereo unspecified),?,2.2%,17.9,-19.2%,0.1%,-5.7,-7.9%,-8.1%,0.0%
Cc1noc(C(=O)Nc2cccnc2)c1Cl,-1.6%,-10.7%,-1.5,8.3%,1.1%,3.8,8.1%,17.0%,-4.3%
CN(C)CCNc1ncnc2c1sc1nc(N3CCCC3)c3c(c12)CC(C)(C)OC3,?,?,-82.5*,-12.6%,?,4.1,?,20.6µM*,?
COCCCNC(=O)C[C@@H]1C[C@@]2(C(=O)OC)CC(C)(C)CC=C2N(Cc2ccc3c(c2)OCO3)C1=O,/,/,-17.9,3.8%,-11.7%,2.2,-1.4%,-2.2%,?
CCN(CC)S(=O)(=O)c1cccc(C(=O)N[C@H](C(=O)NCc2ccc(Cl)cc2)C(C)C)c1,5.2%,1.8%[9.22 µM],-22.5,?,5.1%,-16.3,-3.4%,-20.3%,-16.5%
CCOc1ccc(OCC)c(S(=O)(=O)NCc2ccccn2)c1,-3.0%,-4.3%,7.0,12.5%,11.7%,-3.9,8.8%,0.0%,7.3%
COc1ccc(C2N(Cc3ccccc3)CC(=O)N2/N=C(\C)c2ccccc2)cc1 (stereo unspecified),0.1%,-4.1%,6.4,15.2%,-10.8%,2.0,12.2%,10.7%,18.7%
COc1cccc(NC(=O)CN(C)C(=O)/C=C/c2cn(-c3ccccc3)nc2-c2cccs2)c1,17.8%,12.5%,-24.8,?,6.5%,1.1,-4.9%,-6.3%,-25.7%
Cn1nc(-c2ccc(OCC(=O)NCC3CCCO3)cc2)c2ccccc2c1=O (stereo unspecified),-5.1%,-3.9%,42.2,-5.2%,-0.6%,-0.1,-11.5%,-1.1%,?
OCCNc1nc(N2CCCC2)nc(N2CCCC2)n1,-2.3%,-8.5%,-2.2,-3.5%,9.5%,-5.0,-4.0%,0.8%,2.5%
Cc1nnc(SCCn2c(N3CCN(Cc4ccccc4)CC3)nc3c2c(=O)[nH]c(=O)n3C)s1,-1.2%,-3.2%,15.0,22.6%,-16.1%,-2.6,-4.4%,1.6%,?
Cc1ccc(CNCc2c(C(=O)O)n(Cc3ccccc3C)c3cc(C)ccc23)cc1,/,/,/,?,2.4%,-7.7,/,/,-15.0%
CCc1ccc(N2CC34C=CC(O3)C(C(=O)OC)C4C2=O)cc1 (stereo unspecified),-1.5%,0.1%,0.2,5.0%,-4.4%,5.6,10.6%,10.6%,0.0%
CN(C)S(=O)(=O)c1cccc(C(=O)NCCCn2ccnc2)c1,-3.4%,-1.1%,19.5,11.0%,-0.4%,-12.7,10.3%,14.6%,9.6%
COc1cc(OC)cc(C(=O)N[C@H](C(=O)Nc2ccc(S(=O)(=O)N(C)C)cc2)C(C)C)c1,-17.6%,-2.7%,-27.0,-5.7%,-1.7%,-4.6,-13.8%,-13.3%,-3.3%

# A second format for part of the listing above.
Molecule	MCF10A rerep	SW480 rereplic	IL1B secr inh	KB-3-1 tox	HEK293 tox	DRD3 agonist	HT1080NT lethal	HT1080 IDH1KD tx	KB-V1 MDR tox
Cc1cc(C(=O)NP(=O)(N2CCOCC2)N2CCOCC2)c(C)n1-c1ccc(Br)cc1	0.4%	-2.1%	4.6	11.7%	-16.0%	3.1	0.5%	3.5%	25.1%
O=C(CC1C(=O)NCCN1Cc1ccc(Cl)c(F)c1)NCC1CCOCC1 (stereo unspecified)	-0.5%	-33.6%	2.9	0.4%	4.7%	-3.9	-1.9%	3.0%	26.0%
O=C(CN(C(=O)CNC(=O)c1ccco1)c1cccc(F)c1)NC1CCCCC1	-11.9%	-13.8%	-1.1	-2.4%	-1.6%	-12.5	-2.5%	-1.0%	0.0%
